CHO-K1 Ca PAM: M1 PAM counterscreen hit in parental CHO-K1 cells; AID 602247; 360,000 tested, 0.02% active; activation, % at 3 µM; ATP EC20, Fluo-8 calcium fluorescence; 0% at ATP EC20, 100% at ATP max;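 active = activation above the run cutoff, the mean activation of all test compounds plus 3 SD, cut at about 40% in these data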;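 also: peak over basal fluorescence ratio in a 140 s read after ATP addition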
CHO-K1 Ca antag: M1 antagonist counterscreen hit in parental CHO-K1 cells; ATP-induced calcium, Fluo-8 fluorescence; inhibition, % at 3 µM; 360,000 tested, 0.6% active;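 active = inhibition above a per-plate cutoff, the plate's mean sample inhibition plus 3 SD, cut at about 24% in these data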;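 also: 0% = DMSO plus EC80 ATP and 100% = DMSO alone without ATP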
GPR7 antagonist: blocks human GPR7 receptor signaling. P48145. GPR7-expressing cells, fluorescence antagonist assay. inhibition, % at 4.4 µM. 290,000 tested, 1.1% active; in the data active = inhibition above about 16%, passing the limit was not always enough;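 also: cells stimulated with the agonist NPW; 0% = agonist with vehicle and 100% = vehicle without agonist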
OXTR potentiator: potentiates the human oxytocin receptor response; CHO-OTR cells, Fluo-8 calcium fluorescence, potentiator mode; 0% = oxytocin EC15, 100% = EC100; activation, % at 3 µM; 320,000 tested, 0.061% active;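 active = activation above that plate's cutoff, the mean activation of tested compounds plus 3 SD, cut at about 6.6% in these data, passing the limit was not always enough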;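 also: 100% uses oxytocin at 75 nM as the full agonist control; some results filed as inactive read as strong as hits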
Target sequence (P30559 whole entry, looked up): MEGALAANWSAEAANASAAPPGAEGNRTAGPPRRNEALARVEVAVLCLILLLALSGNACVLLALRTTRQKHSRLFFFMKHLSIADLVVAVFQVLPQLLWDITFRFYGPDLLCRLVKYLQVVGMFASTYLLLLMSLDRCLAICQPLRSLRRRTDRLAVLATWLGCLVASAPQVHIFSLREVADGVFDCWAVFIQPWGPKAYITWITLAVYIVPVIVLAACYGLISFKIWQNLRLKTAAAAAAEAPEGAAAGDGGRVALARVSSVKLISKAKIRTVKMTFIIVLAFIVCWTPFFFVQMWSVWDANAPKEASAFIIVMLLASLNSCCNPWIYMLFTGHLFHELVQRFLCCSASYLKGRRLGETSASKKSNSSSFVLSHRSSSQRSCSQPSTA
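Material: human OTR in CHO cells. Compound: 3.0 µM, one dose. Timing: compound 6 min at room temperature before oxytocin, 100 s read. Evaluation: % activation of max/min ratio relative to oxytocin controls. Replication: single well per compound, singlicate. Signal: Fluo-8 calcium dye fluorescence.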
V1R ag counter: activates human V1a receptor in oxytocin agonist counter-screen; 320,000 tested, 0.25% active; P37288; CHO-V1R cells, Fluo-8 calcium fluorescence, agonist mode; 0% DMSO, 100% 3 nM vasopressin; activation, % at 3 µM;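 active = activation above the mean activation of all tested compounds plus 3 SD, per screening run, cut at about 20% in these data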;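 also: signal is peak over basal fluorescence ratio across a 100 second FLIPR read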
Target sequence (P37288 whole entry, looked up): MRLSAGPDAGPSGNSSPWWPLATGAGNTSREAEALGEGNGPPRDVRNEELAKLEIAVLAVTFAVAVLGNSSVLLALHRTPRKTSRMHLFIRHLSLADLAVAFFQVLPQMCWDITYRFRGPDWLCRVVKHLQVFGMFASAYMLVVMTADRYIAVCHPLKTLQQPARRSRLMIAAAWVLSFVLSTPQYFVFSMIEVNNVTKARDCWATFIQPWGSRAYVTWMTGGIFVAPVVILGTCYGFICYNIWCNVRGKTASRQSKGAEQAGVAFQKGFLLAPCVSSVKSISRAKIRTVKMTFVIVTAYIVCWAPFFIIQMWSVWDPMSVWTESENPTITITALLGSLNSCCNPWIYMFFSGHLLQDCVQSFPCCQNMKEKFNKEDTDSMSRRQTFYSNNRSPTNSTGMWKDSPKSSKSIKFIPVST
CHO-K1 Ca ag: counter-screen for M1 agonists: effect in parental CHO-K1 cells; Fluo-8 calcium fluorescence; scaled to maximal ATP response, vehicle zero; activation, % at 3 µM; 360,000 tested, 0.48% active; AID 602248; in the data active = activation above about 15%;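 also: untransfected CHO-K1 host cells lacking M1 receptor as counterscreen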
CHO parental Ca: signal in parental CHO cells, OX1R antagonist counter-screen | parental CHO-K1, ATP-induced calcium, Fluo-8 fluorescence | inhibition, % at 5.6 µM | 330,000 tested, 0.63% active | AID 463079;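 active = inhibition above that plate's mean sample inhibition plus 3 SD, cut at about 26% in these data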;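 also: 0% = ATP-challenged DMSO wells and 100% = DMSO wells without ATP; some compounds past the cut are filed as inactive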
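Assay system: untransfected parental CHO cell line. Also added: ATP agonist challenge. Dosing: one dose, 5.6 µM nominal. Measured by: Fluo-8 fluorescence. Read-out: % inhibition. Benchmarks: ATP wells versus no-ATP DMSO wells. Repeats: no replicates.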
OXTR agonist: human OXTR agonism | CHO-OTR cells, Fluo-8 calcium fluorescence; normalized: DMSO 0%, oxytocin 100% | 320,000 tested, 0.32% active | P30559 | activation, % at 3 µM | AID 2435;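 active = activation above the mean of all tested compounds plus 3 SD, cutoff set per screening run, cut at about 20% in these data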;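 also: peak over basal fluorescence ratio from a 100 s FLIPR kinetic read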
TAAR1 antag: antagonists of human TAAR1; inhibition, % at 3 µM; Q96RJ0; CHO RD-HGA16 TAAR1, Fluo-8 calcium fluorescence, antagonist; 360,000 tested, 1.5% active;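 active = inhibition above a per-plate cutoff, the mean inhibition of test compounds on that plate plus 3 SD, cut at about 49% in these data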;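 also: 0% = DMSO plus EC80 beta-PEA response and 100% = DMSO alone without agonist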
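Test system: CHO RD-HGA16 cells bearing hTAAR1 | Reagent: β-PEA, EC80 | Compound dosing: 3 µM, single point | Schedule: Dye loading 75 min at 37 °C, then 30 min room temperature | Signal: Calcium fluorescence with Fluo-8 | Evaluation: Percent inhibition of PEA-evoked calcium signal, max/basal emission ratio | Control set: DMSO-only wells and EC80 β-PEA-stimulated wells | Repeats: Singlicate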
The depositor's hits bear a star; · = no result given. Hits appear at their usual frequency; 3.5% or so of the library scored in one or more.

SMILES	CHO-K1 Ca PAM	CHO-K1 Ca antag	GPR7 antagonist	OXTR potentiator	V1R ag counter	CHO-K1 Ca ag	CHO parental Ca	OXTR agonist	TAAR1 antag
CCS(=O)(=O)N1CCN(Cc2ccc([N+](=O)[O-])cc2)CC1	11	0	-8	0	1.0	0.3	-3	0.8	0
CCOC(=O)c1c(C)[nH]c(/C(C)=N/O)c1C	-5	14	-8	1	-1.1	-0.1	-2	-2.1	3
Nc1cccc(C(=O)Nc2ccc3nc(-c4cccnc4)[nH]c3c2)c1	8	-8	-13	-2	-0.8	-0.2	0	-0.3	-17
COCCn1c(=O)[nH]c2cc(C(=O)NC(C)C)ccc2c1=O	7	-12	1	-11	-0.4	0.5	8	-0.6	-9
CC(C)(C)S(=O)(=O)c1cnc(-c2ccc(Cl)cc2)nc1N	8	-9	-6	-3	0.8	0.3	-15	-0.6	-14
C[C@H](CO)N1C[C@H](C)[C@@H](CN(C)C(=O)c2ccccc2)OCc2cn(nn2)CCCC1=O	-7	-4	·	·	·	-0.1	·	·	-4
Cc1[nH]c2ccccc2c1CC(=O)O	26	-13	6	3	0.3	1.1	3	0.7	-10
CC(=O)Nc1ccccc1OCC(=O)NC1CCCCC1C (stereo not drawn)	-2	-9	·	-7	1.4	1.1	-11	0.2	19
COc1ccc(OC)c(-n2c(Cn3c(-c4ccccn4)nc4ccccc43)n[nH]c2=S)c1	-11	9	-5	-15	0.0	0.1	-13	2.8	-1
COC(=O)c1ccc(C(=O)OC)c(NS(C)(=O)=O)c1	22	-11	1	-4	-0.3	3.5	-10	-0.7	28
O=C(/C=C/c1cccnc1)c1ccc(O)cc1	-5	-1	-5	2	0.2	0.6	-19	0.5	-17
C[C@@H]1CCCCO[C@@H](CN(C)S(=O)(=O)c2cccs2)[C@@H](C)CN([C@H](C)CO)C(=O)c2cc(NS(=O)(=O)c3ccccc3)ccc2O1	19	-9	·	·	·	0.8	·	·	-1
N#Cc1ccccc1OCC(=O)NC(=O)NC1CCS(=O)(=O)C1 (stereo not drawn)	0	-10	·	-8	0.9	-0.1	-5	2.1	-7
Cc1ccc(NC(=O)CCn2c(=O)[nH]c3ccsc3c2=O)cc1C	9	-13	5	-6	-1.1	1.9	-12	-1.2	-9
CCCCn1c(-c2csc3ccccc23)n[nH]c1=S	-12	-14	-6	-4	-0.5	-0.1	-23	-1.2	-2
O=C(NCc1cc(C(F)(F)F)ccc1Cl)c1cccc2c1C(=O)c1ccc(-c3ccc(OC(F)(F)F)cc3)cc1S2(=O)=O	·	·	·	4	0.9	·	-16	1.0	·
COc1ccc(/C=C/C(=O)OCc2cc(=O)n3c(n2)sc2ccccc23)cc1	-5	13	6	-6	-1.3	0.0	1	-1.5	-24
CC(C(=O)N1CCc2ccccc21)N1CCN(Cc2ccccc2)CC1 (stereo not drawn)	8	-8	11	-3	0.9	0.1	-4	-0.9	-4
COc1ccc2[nH]c3nc(SCc4nnc(-c5ccccc5)o4)nnc3c2c1	22	-3	-10	-3	0.9	0.6	-2	-1.4	6
COc1ccccc1CNCc1cc(=O)oc2c(C)c(C)ccc12	1	-7	15	-13	-0.3	-0.1	-11	-0.8	-7
CCn1c(SCC(=O)Nc2ccc(C(=O)OC)cc2)nnc1-c1cccs1	5	-3	-4	-2	-0.7	2.1	-15	-1.3	0
O=C(Nc1ccc(Cl)cc1)Nc1nnc(-c2ccncc2)s1	21	-6	-10	-3	3.5	1.4	-4	1.0	-2
COc1cccc(OCCc2c(C)n[nH]c2C)c1	-4	13	8	-9	1.6	0.2	0	2.1	6
Cc1ccc(-n2ncc3c2CCCC3NC(=O)c2csnn2)cc1C (stereo not drawn)	5	-7	0	-6	2.7	1.9	-11	-0.6	-15
O=C(NNC1=NS(=O)(=O)c2ccccc21)c1ccc(Cl)cc1	9	-12	-8	-8	0.1	0.2	19	0.3	21
Cc1ccc(Nc2nc(Cl)nc(NC(C)(C)C)n2)cc1	18	-13	-12	-23	-1.2	0.2	-21	-2.3	-27
CCOC(=O)N1N=C(c2ccc(C)cc2)CC1(O)C(F)(F)F (stereo not drawn)	4	-7	-9	-1	0.3	1.8	-3	-1.8	7
Cc1ccc(NC(=O)CN(C)CC(=O)Nc2cccc(F)c2)cc1S(=O)(=O)N1CCCCCC1	6	0	1	-24	1.0	7.3	-1	0.0	50*
COc1ccc(CCNC(=O)C(C)c2ccc([N+](=O)[O-])cc2)cc1 (stereo not drawn)	1	9	15	-16	19	5.8	-4	13	14
CCCC1(C(=O)OC)NC(c2ccc(OC)c(OC)c2)C2C(=O)N(c3ccc4c(c3)OCO4)C(=O)C21 (stereo not drawn)	-6	15	-9	-18	-0.9	0.1	-12	0.0	-11
O=C(c1cccc(Cl)c1)N1CCN(c2ccc3c(c2)C2CC3CCN2C(=O)OCc2ccccc2)CC1 (stereo not drawn)	5	15	·	·	·	1.8	·	·	10
Cc1c(NC(=O)COc2cccc(F)c2)c(=O)n(-c2ccccc2)n1C	-14	-6	·	-6	0.5	-0.5	1	-0.3	-7
O=S(=O)(NCC(c1ccco1)N1CCCCC1)c1ccccc1C(F)(F)F (stereo not drawn)	7	-5	·	-6	-1.2	-0.2	-22	-1.5	-14
CCN1CCCC1CNC(=O)C(=O)NC1CC1 (stereo not drawn)	1	0	0	-11	0.5	-0.3	9	0.6	-15
COc1ccccc1NC(=O)CCC(=O)N1CC(C)Oc2ccc(C)cc21 (stereo not drawn)	12	-9	-7	-8	-0.6	1.1	-7	-1.9	-21
COc1cc(CNC(=O)c2cc(C(=O)NCc3cc(OC)cc(OC)c3)n(C)n2)cc(OC)c1	-10	0	·	·	·	1.4	·	·	-4
Cn1c(N=Cc2ccc([N+](=O)[O-])cc2)c(N)c(=O)n(C)c1=O	-18	3	·	·	·	0.3	·	·	-6
CN(CC(=O)O/N=C(\N)c1ccc([N+](=O)[O-])cc1)S(=O)(=O)c1ccccc1	0	-10	8	-8	6.0	5.6	-11	5.3	2
COC(=O)c1cccc(NS(C)(=O)=O)c1	-6	14	-6	-8	-1.2	1.7	-8	0.6	3
CN(c1ccc(C(=O)NCCSC(C)(C)C)cc1)S(C)(=O)=O	17	-11	-19	-6	1.3	-0.1	1	1.3	4
Cc1cc(C)n(C2CC(=O)N(c3ccc(Cl)c(Cl)c3)C2=O)n1 (stereo not drawn)	-5	13	-5	-2	-0.9	-0.1	-11	-2.2	-12
CC12CCC(C(=O)Nc3cc(Cl)ccc3Cl)(C/C1=N\O)C2(C)C (stereo not drawn)	-3	-4	-2	-2	-1.2	-0.1	-9	-2.2	4
O=C1CC(N2CCN(c3ccccn3)CC2)C(=O)N1c1ccc(F)cc1 (stereo not drawn)	-10	4	-9	-6	-0.8	-0.7	-9	-0.7	3
Cc1ccc(C(=O)N(Nc2nc3ccccc3s2)C(=O)c2ccc(C)cc2)cc1	-10	-4	-5	-2	-0.7	-0.4	-9	-1.3	-3
Cc1cc(C)c(C#N)c(Cl)n1	-3	5	6	-1	0.5	0.3	-14	0.2	8
Cc1cc(O)c(C(=O)/C=C/c2ccccc2)c(=O)o1	2	-12	19	·	·	0.9	·	·	-4
O=S1(=O)CC(N2CCCC2)CN1Cc1cn(Cc2ccccc2)nn1 (stereo not drawn)	12	-14	·	·	·	0.7	·	·	-4
Cc1nn(-c2cccc(Cl)c2)c(Cl)c1/C=N/NC(=O)c1cccnc1	3	7	-5	-10	0.3	3.2	-4	-0.8	29
CC(C)OCCCNC(=O)CCCC(=O)Nc1ccc(OCCc2ccccc2)cc1	-3	-7	16	-15	11	5.3	4	7.9	-3
CC(C)(C)Nc1nc(Oc2ccc(=O)n(-c3ccccc3)n2)nc(N2CCOCC2)n1	1	-3	-5	-10	-0.6	0.1	-13	-0.3	8
O=C(CS(=O)(=O)c1ccccc1)Nc1ccc(N2CCOCC2)cc1	-1	-3	-3	-18	1.0	0.3	-10	-0.5	-4
CCn1c(SCC(=O)Nc2cccc(NC(=O)c3cccs3)c2)nnc1-c1ccncc1	8	-5	4	-11	-0.4	0.0	-7	-1.1	·
CCN(CC)CCCn1c2c(c(SCC(=O)Nc3cc(C)cc(C)c3)nc1=O)CCC2	7	-8	·	·	·	-0.3	·	·	-19
COc1ccc(OC)c(NC(=O)[C@H]2CC=CC[C@H]2C(=O)O)c1	9	1	-12	-2	1.5	-0.5	-4	-0.8	-2
O=C(Nc1ccc(N2CCOCC2)c(Cl)c1)C1CCCCC1	23	-8	-1	5	0.7	1.0	-9	0.4	-8
CSc1nc(N)nc2c1ncn2CC(=O)N1CCN(c2ccccn2)CC1	3	-6	·	1	0.1	0.3	-12	-0.1	2
Cc1ccc(CNC(=O)COC(=O)CN2C(=O)C3CC=CCC3C2=O)cc1 (stereo not drawn)	6	-15	·	-7	-1.0	0.2	-9	-1.1	1
Cc1cccc(N(CC(=O)NCc2ccco2)C(=O)CCC(=O)Nc2ccccn2)c1C	-4	-5	-3	-5	0.9	1.2	-6	1.6	2
C=CCOc1ccc(/C(CC)=N/O)cc1OC	4	5	2	-4	-0.1	-0.1	-6	-0.3	1
C[C@@H]1CN([C@@H](C)CO)C(=O)CCCn2cc(nn2)CO[C@H]1CN(C)S(=O)(=O)c1ccc(Oc2ccccc2)nc1	7	-1	·	·	·	0.8	·	·	-19

The listing continues.
SMILES	CHO-K1 Ca PAM	CHO-K1 Ca antag	GPR7 antagonist	OXTR potentiator	V1R ag counter	CHO-K1 Ca ag	CHO parental Ca	OXTR agonist	TAAR1 antag
CC1CCCCN1c1ncnc2ccccc12 (stereo not drawn)	-13	11	-6	-9	8.1	12	2	9.9	14
CCCS(=O)(=O)c1ccc(COC(=O)c2ccc(NC(C)=O)cc2)cc1	15	-23	-6	-6	1.2	2.4	-12	0.9	16
Cn1nccc1C(=O)N1CCc2c([nH]c3ccccc23)C1c1ccc(F)cc1 (stereo not drawn)	17	-5	7	-19	3.1	6.5	-9	-1.9	35
N=c1c(S(=O)(=O)c2ccccc2)cc2c(=O)n3ccccc3nc2n1C1CCCCC1	2	-15	·	·	·	0.6	·	·	5
OC(Cc1ccncc1)c1ccccc1Cl (stereo not drawn)	-22	6	·	·	·	-0.3	·	·	-19

An excerpt of these results, bar-delimited.
smiles | CHO-K1 Ca PAM | CHO-K1 Ca antag | GPR7 antagonist | OXTR potentiator | V1R ag counter | CHO-K1 Ca ag | CHO parental Ca | OXTR agonist | TAAR1 antag
N=c1c(S(=O)(=O)c2ccccc2)cc2c(=O)n3ccccc3nc2n1C1CCCCC1 | 2 | -15 | · | · | · | 0.6 | · | · | 5
OC(Cc1ccncc1)c1ccccc1Cl (stereo not drawn) | -22 | 6 | · | · | · | -0.3 | · | · | -19
